Bioassay records from PubChem BioAssay.
DT40 TDP1 CPT: DT40-hTDP1 cell growth loss with CPT. Potency, µM (titrated, usually from 46.2 µM), without a hit: at the top dose activity change, negative = growth inhibition, usual class: inhibitors. 12% of 420,000 active. AID 686979. chicken DT40 Tdp1-/-;hTDP1 cells + 20 nM CPT, ATP luminescence, 48 h; also: nearly all actives have a fitted effect of over 55% in size
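Cell growth measured by CellTiter-Glo luminescence after a minimum 48 h, 37 C compound exposure with 20 nM CPT in Tdp1-knockout DT40 cells stably expressing hTDP1, seeded 400/well; qHTS titration format.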
DT40 TDP1 no CPT: qHTS for Inhibitors of human tyrosyl-DNA phosphodiesterase 1 (TDP1): qHTS in cells in absence of CPT. DT40 Tdp1-/- hTDP1 cells, no CPT, ATP luminescence, 48 h. Potency, µM (series often up to 46.2 µM), for the others: top-dose activity change, negative = growth inhibition, most hits filed as inhibitors. 15% of 420,000 active. AID 686978, 2013; also: nearly all actives have a fitted effect of over 55% in size
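No-CPT arm: Tdp1-/-;hTDP1 DT40 cells (400/well) plus compounds, incubated ≥48 hr at 37 °C. Readout CellTiter-Glo luminescence.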
GCN5L2 inh: inhibitors of human GCN5L2 histone acetyltransferase; Q92830; Potency, µM (doses to about 58.9 µM), for the others: top-dose activity change, negative = inhibition, most hits filed as inhibitors; 0.21% of 390,000 active; GCN5L2 HAT assay, ThioGlo1 CoA-SH fluorescence
Target sequence (Q92830 whole entry, looked up): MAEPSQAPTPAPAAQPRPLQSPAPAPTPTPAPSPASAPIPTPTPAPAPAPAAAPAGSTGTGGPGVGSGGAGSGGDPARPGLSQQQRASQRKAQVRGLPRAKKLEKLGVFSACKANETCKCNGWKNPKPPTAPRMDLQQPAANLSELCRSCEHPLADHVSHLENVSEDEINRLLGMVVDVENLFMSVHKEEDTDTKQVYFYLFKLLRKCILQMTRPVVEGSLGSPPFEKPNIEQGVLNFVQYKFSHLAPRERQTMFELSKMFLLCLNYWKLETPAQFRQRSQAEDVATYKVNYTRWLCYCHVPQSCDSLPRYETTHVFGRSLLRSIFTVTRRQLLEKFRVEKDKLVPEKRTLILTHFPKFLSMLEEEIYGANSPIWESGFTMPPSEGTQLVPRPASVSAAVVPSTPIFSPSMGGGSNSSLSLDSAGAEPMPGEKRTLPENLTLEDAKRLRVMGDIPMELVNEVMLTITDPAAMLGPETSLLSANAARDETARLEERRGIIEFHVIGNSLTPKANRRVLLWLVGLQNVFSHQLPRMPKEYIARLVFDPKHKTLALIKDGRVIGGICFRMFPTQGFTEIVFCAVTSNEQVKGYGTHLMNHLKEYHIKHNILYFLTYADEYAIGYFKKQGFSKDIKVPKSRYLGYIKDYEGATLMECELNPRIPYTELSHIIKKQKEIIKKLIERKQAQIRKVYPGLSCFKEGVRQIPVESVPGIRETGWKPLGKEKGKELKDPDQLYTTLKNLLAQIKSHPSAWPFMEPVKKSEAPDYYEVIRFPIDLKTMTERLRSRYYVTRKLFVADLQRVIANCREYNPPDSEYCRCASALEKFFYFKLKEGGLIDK
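GCN5L2 (20nM final) in 50mM HEPES, 0.1mM EDTA pH 7.5, 0.01% Tween-20 was preincubated 15 min at room temperature with compound, then given ThioGlo1 (50uM), H3(1-25) peptide (75uM) and acetyl-CoA (70uM); CoA-thiol fluorescence (Ex340/Em540) was read at 0 and 20 min.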
An asterisk follows results filed as active; ? = inconclusive; nt = no result given; [ ] = remark or other dose. Calls follow the shape of the dose curve; as a rule, active = well fitted curve in the direction sought with a large enough effect; inconclusive = small, poorly fitted or top-dose-only effect, or another doubt; inactive = no such curve, though single readings can be large; an effect the other way counts as inactive or inconclusive. % is scaled to controls: 0 for no effect and ±100 for the full control effect; potency is read from the fitted curve at half-maximal effect.

Under each structure – DT40 TDP1 CPT, DT40 TDP1 no CPT, GCN5L2 inh
Cc1cc(Cl)nc(Cl)c1C(=O)NCc1ccc(Cl)cc1
 : -17%, 2%, -15%
Cc1cc(C)c(Cc2c(C)nc3c(C(=O)NCc4ccco4)cnn3c2C)c(C)c1
 : 7.3µM*, 8.2µM*, -12%
O=C(c1cc(-c2cccnc2)nc2ccccc12)N1CCN(S(=O)(=O)c2ccc(Cl)s2)CC1
 : ?, ?, nt
CC(=O)Nc1ccc(N2CCOCC2)c([N+](=O)[O-])c1
 : 0%, -14%, -4%
COc1ccc2cc(CCNC(=O)c3cccs3)c(=O)[nH]c2c1
 : -10%, ?, 0%
O=C(c1ccco1)N1CCN(C(=O)c2ccc(COc3ccc4c(c3)CCC4)o2)CC1
 : ?, ?, 0%
O=C(CSc1nccn1C1CCCC1)Nc1cc(C(F)(F)F)ccc1Cl
 : ?, ?, -5%
CCOC(=O)N1CCN(CC(=O)N2c3ccccc3CC2C)CC1 (centres undefined)
 : -5%, -19%, -1%
N/C(=N\OC(=O)CCC1CCCC1)c1cccnc1
 : 13%, 5%, 44%[activator]
CC(=O)NC12CC3CC(C1)CC(C(=O)N1CCN(S(=O)(=O)c4cccc(F)c4)CC1)(C3)C2
 : -10%, -24%, -4%
CC(C)(C)S(=O)(=O)c1cnc(-c2ccccn2)nc1N
 : ?, ?, -25%
CN1CCC(N(C)C(=O)/C=C/c2cn(-c3ccccc3)nc2-c2cccs2)CC1
 : ?, 23µM*, -10%
COc1ccc2oc(=O)c(-c3csc(/C(C#N)=C/c4ccc(F)cc4)n3)cc2c1
 : ?, -6%, -5%
CCOc1ccc(CN2CCN(CC3=Cc4cccc(OC)c4OC3)CC2CCO)cc1 (centres undefined)
 : ?, ?, -15%
COc1ccc(-c2cc(C)no2)cc1S(=O)(=O)Nc1cccc(CN2CCCC2)c1
 : 1%, 0%, 2%
Cc1ccc(S(=O)(=O)NC(CC(C)C)C(=O)N2CCN(C/C=C/c3ccccc3)CC2)cc1 (centres undefined)
 : 16µM*, 16µM*, -12%
Cc1ccccc1C(=O)NCC(c1ccco1)N1CCc2ccccc2C1 (centres undefined)
 : ?, ?, -8%
Cc1cc(C)nc(NNC(=O)c2ccccc2O)n1
 : ?, ?, -3%
COc1ccc(NC(=O)NNC(=O)COc2ccc3cc(Br)ccc3c2)cc1
 : -2%, -5%, -5%
CCOC(=O)Cc1csc(NS(=O)(=O)c2ccc([N+](=O)[O-])cc2)n1
 : 4%, -10%, 1%

Three of these compounds in a different format.
> CC(=O)NC12CC3CC(C1)CC(C(=O)N1CCN(S(=O)(=O)c4cccc(F)c4)CC1)(C3)C2
- DT40 TDP1 CPT = -10%
- DT40 TDP1 no CPT = -24%
- GCN5L2 inh = -4%

> CC(C)(C)S(=O)(=O)c1cnc(-c2ccccn2)nc1N
- DT40 TDP1 CPT = ?
- DT40 TDP1 no CPT = ?
- GCN5L2 inh = -25%

> CN1CCC(N(C)C(=O)/C=C/c2cn(-c3ccccc3)nc2-c2cccs2)CC1
- DT40 TDP1 CPT = ?
- DT40 TDP1 no CPT = 23µM*
- GCN5L2 inh = -10%

Reprinted at random: 3 records from the list, in no set order.
Under each structure – DT40 TDP1 CPT, DT40 TDP1 no CPT, GCN5L2 inh
CC(C)(C)S(=O)(=O)c1cnc(-c2ccccn2)nc1N
 : ?, ?, -25%
O=C(c1cc(-c2cccnc2)nc2ccccc12)N1CCN(S(=O)(=O)c2ccc(Cl)s2)CC1
 : ?, ?, nt
COc1ccc2oc(=O)c(-c3csc(/C(C#N)=C/c4ccc(F)cc4)n3)cc2c1
 : ?, -6%, -5%

Additional records
Under each structure – DT40 TDP1 CPT, DT40 TDP1 no CPT, GCN5L2 inh
COc1ccc(C2NC(=S)N3C(c4ccc(OC)cc4)NC(=S)N23)cc1 (centres undefined)
 : ?, 16µM*, -19%
CCOC(=O)c1ccccc1NC(=O)c1c(F)c(F)c(F)c(F)c1F
 : ?, -5%, -6%
O=C(NC1CCCC1)C(c1ccccn1)N(C(=O)c1csnn1)c1ccccc1Br (centres undefined)
 : 0%, -2%, -1%
Cc1cccc(C(C)n2nnc3ccccc32)c1O (centres undefined)
 : 23µM*, ?, -4%
CC(=O)Cc1nsc(NC(=O)c2ccccc2)n1
 : -28%, ?, 1%
CCN1CCN(Cc2oc(CO)cc(=O)c2O)CC1
 : -1%, 3%, -4%
COc1ccc(Cc2c(C(C)(C)C)nc3ccc(Cl)cn23)c(C)c1
 : ?, ?, nt
CCOC(=O)C1=CCN(S(=O)(=O)c2ccccc2C)C1c1ccc(Cl)c(Cl)c1 (centres undefined)
 : ?, ?, nt
CCC1CN(C(=O)NCc2ccccc2)c2ccccc2O1 (centres undefined)
 : -13%, ?, 2%
Cc1cc(N/C=C(\C#N)S(=O)(=O)c2ccc(Cl)cc2)nc(C)n1
 : 21%, -16%, 0%
CCCCCOC(=O)c1[nH]c2c(c1C)C(=O)C(C(=O)OC)C(C)C2 (centres undefined)
 : 9.2µM*, 18µM*, -1%[0.501 µM]
CCN(CC)CCC(c1ccc2c(c1)OCO2)c1c(O)cc(OC)cc1OC (centres undefined)
 : 21µM*, 18µM*, 4%
O=C1C=CC(=O)N1CCCCCCN1C(=O)C=CC1=O
 : 1.5µM*, 2.1µM*, 0%
O=C(Nc1ccccc1C(=O)N1CCCCCC1)c1cccc(S(=O)(=O)N2CCOCC2)c1
 : -6%, -29%, 2%
COCCN1Cc2cccc(C(=O)NCc3cccs3)c2C1=O
 : -18%, 20%, -1%
CC(=O)NC1(c2ccccc2)CCN(c2nc(C)cc(C)n2)CC1
 : 3%, 3%, -13%
O=S(=O)(c1cccc2nsnc12)N1CCN(c2ccc(F)cc2)CC1
 : 6%, -8%, -4%
Nc1ccccc1Sc1c[nH]c2ccccc12
 : -18%, -28%, -3%
COc1ccccc1CCN1CCCC(CN(C)C(=O)CCC(=O)N(C)C)C1 (centres undefined)
 : 43%[activator], 0%, 9%
O=c1[nH]c2ccc(NCc3ccccc3OCc3ccc(Cl)cc3)cc2[nH]1
 : 23µM*, ?, ?

Under each structure – DT40 TDP1 CPT, DT40 TDP1 no CPT, GCN5L2 inh
Cc1nnc(NC(=O)CCn2cnc3ccccc3c2=O)s1
 : -19%, 0%, 0%
COc1ccc(/C=N/OC(=O)c2ccc(Cl)cc2)c(Cl)c1OC
 : -7%, -12%, -1%
Cc1nnc(SCC(=O)c2c[nH]c3ccccc23)n1C1CC1
 : -9%, 3%, -2%
COC(=O)C1=CO[C@@H](OC2OC(CO)C(O)C(O)C2O)[C@@H]2C(CO)=CC[C@H]12 (some centres undefined)
 : -21%, 1%, -2%
O=C(CC1Oc2ccc(Cl)cc2NC1=O)NC1CCCCCC1 (centres undefined)
 : 12%, -3%, 3%
CCCSc1cc(=O)n(-c2ccc(F)cc2)nc1C(=O)OCC
 : -16%, -24%, -4%
NS(=O)(=O)c1ccc(NC(=O)COC(=O)c2cccc(S(=O)(=O)N3CCCC3)c2)cc1
 : -1%, 7%, -7%
CCN1CCN(CCCNC(=O)Cn2nc(C)n3c(cc4c(OC)cccc43)c2=O)CC1
 : 2%, -4%, 0%
Cc1ccc(NC(=O)C2CCN(C(=O)c3ccc(F)cc3)CC2)nc1
 : -12%, -12%, 1%
N[C@H](C(=O)O)C(O)C(O)C(O)CO (some centres undefined)
 : -4%, -12%, -18%
CCC(CC)C(=O)N(C)c1c(C)nc2c(OCC3CCCCC3)cccn12
 : ?, 13µM*, nt
CN(C(=O)c1cccc(NC(=O)Cc2cccc(NC(=O)C3CCN(C(=O)C4CCCC4)CC3)c2)c1)C1CCC1
 : ?, ?, nt
COc1ccc(Nc2nc(OC)nc(N3CCOCC3)n2)cc1
 : 3%, 6%, -4%
CN(C)S(=O)(=O)c1cccc(NC(=O)COC(=O)C2CCN(C(=O)c3ccc(F)cc3)CC2)c1
 : -1%, 1%, -1%
Cc1cccc(N2CCN(C(=O)CCn3c(=O)c4cccn4c4cccnc43)CC2C)c1 (centres undefined)
 : 3.7µM*, 3.7µM*, 1%
Cc1cc(C(=O)NNC(=S)NCc2ccccc2)no1
 : -13%, 2%, 0%
Cc1ccc2nc(-c3ccccn3)cc(C(=O)NCCc3ccc(F)cc3)c2c1
 : ?, 21µM*, -5%
COc1ccc(-c2nnc3ccc(SCC(=O)N4CCN(c5ccccc5)CC4)nn23)cc1
 : ?, ?, nt
COc1ccc(CN2CCN(C(=O)CCC(=O)Nc3nnc(C(C)C)s3)CC2)cc1F
 : ?, ?, -6%
COc1ccc(/C(C)=N/NC(=O)CNC(=O)/C=C/c2ccccc2OC)cc1
 : ?, -30%, -23%

compound | DT40 TDP1 CPT | DT40 TDP1 no CPT | GCN5L2 inh
CCc1ccccc1NC(=O)CCc1c(C)nc2cc(-c3ccccc3)nn2c1C | ? | 18µM* | 1%
COc1ccc(Cl)cc1NC(=O)CN1C(=O)C(C)(C)c2cc(S(=O)(=O)N3CCCCC3)ccc21 | ? | ? | -5%
COc1ccc(NC(=O)c2cccnc2Cl)c(S(=O)(=O)N2CCOCC2)c1 | 3% | -12% | 4%
O=C(NNC(=O)c1cccc2ccccc12)c1ccc(F)cc1 | ? | -9% | nt
COc1ccc(-c2cc(C)nc(SCC(=O)c3cccc([N+](=O)[O-])c3)n2)cc1 | -22% | -21% | ?
O=C(Cn1cnc([N+](=O)[O-])n1)NCCO | 15% | -10% | 1%
CCOC(=O)CCc1c(C)nc2cc(-c3ccc(Cl)cc3)[nH]n2c1=O | -29% | -14% | 0%
O=C(C[C@H]1C(=O)N(C2CCCCC2)C[C@@H]1c1ccccc1)Nc1ccc(Br)cc1 | -30% | ? | nt
CC1CCCN(c2nc3ccccc3nc2C(C#N)S(=O)(=O)c2cccs2)C1 (centres undefined) | -21% | -9% | -4%
Cn1cc(C(=O)c2ccc(Cl)cc2Cl)cc1C(=O)NN | -12% | -22% | 10%
CC1(C)N(OCc2ccccc2)C(=O)C(=O)N(OCc2ccccc2)C1(C)C | ? | ? | 17%
C#CCCc1cscc1/C=[N+](\[O-])c1ccc(C(=O)OCC)cc1 | 23µM* | ? | -7%
CS(=O)(=O)c1ccc(NC(=O)c2ccccc2-n2cnnn2)cc1 | 1% | 10% | -2%
CCOC(=O)C1(Cc2ccccc2C)CCCN(S(=O)(=O)c2cccnc2)C1 (centres undefined) | ? | 16µM* | 3%
S=C(NCc1ccccc1)N1CCN(c2cccc(Cl)c2)CC1 | -12% | ? | -1%
CC(=O)SC1CC2=CC(=O)CCC2(C)C2CCC3(C)C(CCC34CCC(=O)O4)C12 (centres undefined) | ? | ? | 0%
CCCOc1ccc(C(C)=O)cc1CN1CCOCC1 | -14% | -8% | -6%
CCOCCCNC(=O)N[C@@H](Cc1ccccc1)C(=O)OC | -24% | 6% | -2%
COc1ccc(/C=N/NC(=O)c2sccc2C)c2ccccc12 | ? | ? | nt
O=C(CNC(=S)N(Cc1ccccc1)Cc1ccccc1F)NCc1ccc(Cl)cc1 | ? | ? | -7%
Cc1cc(C)c(Cn2c(=O)n(CCCCC(=O)NCc3ccccc3Cl)c(=O)c3ccccc32)c(C)c1 | -7% | -4% | 0%
CCOc1c(C)cnc2c1c(=O)n(Cc1c(F)cccc1Cl)c(=O)n2C | ? | -25% | -2%
COc1ccc(NC(=S)N2CCN(Cc3ccccc3)CC2)cc1 | 4% | ? | -5%
Cc1ccc(CC(C)(O)CC(C)(O)Cc2ccc(C)cc2)cc1 (centres undefined) | 21µM* | 18µM* | nt
Cc1ccc(S(=O)(=O)N2CCOCC2)cc1NC(=O)c1cccc(S(=O)(=O)N2CCCC2)c1 | ? | ? | -9%

compound | DT40 TDP1 CPT | DT40 TDP1 no CPT | GCN5L2 inh
Cc1cc(C)nc(/N=C(\N)Nc2ccc(CC(=O)OC(C)C)cc2)n1 | ? | 3.3µM* | -1%
CCCCn1c(SCC(=O)NC2CC2)nc2cc(C(=O)OC)ccc2c1=O | -15% | -22% | nt
CC(C)(C)C(=O)CSc1n[nH]c(-c2ccccc2)n1 | -25% | ? | nt
O=C(Oc1ccccc1)N1CCN(c2ccccc2F)CC1 | ? | ? | -7%
COC(=O)C(Cc1ccc(O)cc1)NC(=O)c1ccccc1 (centres undefined) | -1% | -3% | 0%
CCC1(C)Cc2ccccc2-c2nc(-c3ccccc3)oc(=O)c21 (centres undefined) | -7% | ? | 3%
O=C(NCCCN1CCCC1=O)Nc1ccc(F)c(Cl)c1 | -4% | -8% | -3%
Cc1ccc(C(=O)NC(C(=O)NC2CCCC2)c2ccccc2)cc1 (centres undefined) | -17% | ? | 1%

This is a subset (hit frequency here may not be typical).
